# TRHR PAM: qHTS for Small Molecule Agonists and Allosteric Enhancers of Human TRH Receptor: Primary Screen for Enhancers; Thyrotropin-releasing hormone receptor (Homo sapiens), P34981; TRHR cells, fluo-8 calcium fluorescence, EC20 TRH enhancement; enhancement, % at 2 µM; 360,000 tested, 0.66% active; AID 493056, 2011; in the data active means enhancement above about 30%; further: 0% is about no effect
#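 Enhancer read-out: after compound pinning and an initial kinetic agonist-mode read, an EC20 of TRH (10 nM final) was injected and fluo-8 calcium signal (Ex 480/Em 530) followed at 1 s/cycle for 100 cycles in TRHR-expressing cells.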
# mIDH1 inhibitor: qHTS for Inhibitors of mutant isocitrate dehydrogenase 1 (IDH1): qHTS; Isocitrate dehydrogenase [NADP] cytoplasmic (Homo sapiens), O75874; IDH1-R132H enzyme, NADPH consumption, diaphorase/resazurin fluorescence; Potency, µM (top dose mostly 76.6 µM), for the others: at the highest dose activity change, negative = inhibition, most hits filed as inhibitors; 390,000 tested, 0.093% active; further: potency means the concentration at half of the fitted maximal effect; on the % scale 0 is the no-effect control and ±100 the full control effect; nearly all actives have a fitted effect of over 65% in size
# Target sequence (O75874 whole entry R132H, stated change not applied): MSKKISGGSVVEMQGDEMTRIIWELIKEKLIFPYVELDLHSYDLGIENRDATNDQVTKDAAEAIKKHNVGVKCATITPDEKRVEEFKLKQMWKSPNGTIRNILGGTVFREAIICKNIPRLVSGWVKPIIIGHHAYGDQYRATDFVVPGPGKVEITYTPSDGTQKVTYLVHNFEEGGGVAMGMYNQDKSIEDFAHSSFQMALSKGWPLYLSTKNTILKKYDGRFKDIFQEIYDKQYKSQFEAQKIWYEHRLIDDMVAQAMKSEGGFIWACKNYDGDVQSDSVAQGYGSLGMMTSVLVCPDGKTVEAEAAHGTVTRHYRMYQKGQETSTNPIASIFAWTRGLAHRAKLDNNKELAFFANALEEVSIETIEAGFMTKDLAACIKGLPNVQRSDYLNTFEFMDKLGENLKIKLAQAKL
#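 IDH1-R132H (0.5 ug/mL) preincubated 30 min with compound, then NADPH (0.016 mM) and alpha-KG (2 mM) added; 80 min at RT, pH 7.5. Remaining NADPH coupled via diaphorase/resazurin to fluorescence (540/590 nm); concentration-response curves normalized to no-enzyme control.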
# D2 antagonist: HTS Assay for Allosteric Antagonists of the Human D2 Dopamine Receptor: Primary Screen for Antagonists; HEK293 TREx D2 cells, calcium flux, dopamine EC80; inhibition, % at 10 µM; D(2) dopamine receptor (Homo sapiens), P14416; AID 485344, 2010; 340,000 tested, 2% active; in the data active means inhibition above about 30%; further: 0% is about no effect
# Target sequence (P14416 whole entry, looked up): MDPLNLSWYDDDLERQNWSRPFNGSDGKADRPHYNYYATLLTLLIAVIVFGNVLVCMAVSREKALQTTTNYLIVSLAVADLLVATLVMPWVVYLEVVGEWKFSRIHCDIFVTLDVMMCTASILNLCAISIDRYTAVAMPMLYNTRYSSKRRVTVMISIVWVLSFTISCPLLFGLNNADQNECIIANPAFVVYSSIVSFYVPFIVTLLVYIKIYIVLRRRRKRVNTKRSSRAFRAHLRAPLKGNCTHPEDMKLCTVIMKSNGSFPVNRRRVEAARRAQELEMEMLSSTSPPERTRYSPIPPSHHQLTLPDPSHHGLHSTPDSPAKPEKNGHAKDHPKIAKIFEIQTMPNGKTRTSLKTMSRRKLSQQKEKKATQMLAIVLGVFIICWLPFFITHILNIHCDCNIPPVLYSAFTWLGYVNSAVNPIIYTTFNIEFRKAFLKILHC
#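 Compounds are added to dye-loaded, induced HEK293 T-REx cells coupled to calcium release via D2; after a 3 min kinetic read an EC80 dopamine stimulus is given and fluorescence is recorded for 3 more min.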
# TRHR agonist: qHTS for Small Molecule Agonists and Allosteric Enhancers of Human TRH Receptor: Primary Screen for Agonists; Thyrotropin-releasing hormone receptor (Homo sapiens), P34981; TRHR cells, calcium flux fluo-8, FDSS agonist mode; activation, % at 2 µM; 360,000 tested, 0.18% active; AID 493084, 2011; in the data active means activation above about 30%; further: 0% is about no effect
#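 Steps: seed TRHR cells overnight; add fluo-8 no-wash Ca dye, RT 30 min–1.5 h; record 10 s baseline; pin-transfer compounds; monitor fluorescence 1 cycle/s for the agonist window. Calcium increases flag candidate agonists.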
# TrxR1 substrate: qHTS Assay for Substrates of Mammalian Selenoprotein Thioredoxin Reductase 1 (TrxR1): qHTS; 390,000 tested, 0.01% active; purified TrxR1 substrate turnover, NADPH consumption readout; Potency, µM (highest dose often 114 µM), inactives show at the top dose activity change, negative = substrate turnover; Thioredoxin reductase 1, cytoplasmic (Rattus norvegicus), O89049; further: potency means the concentration at half of the fitted maximal effect; on the % scale 0 is the no-effect control and ±100 the full control effect; nearly all actives have a fitted effect of over 50% in size
#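 Rat TrxR1, dispensed at 90 nM, was prereduced with 400 uM NADPH (final) for 5 min at ~22 deg C, then incubated with compound 15 min before 400 uM selenite. A first-read NADPH fluorescence drop versus no-compound background flagged substrates.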
# TrxR1 inh: qHTS Assay for Inhibitors of Mammalian Selenoprotein Thioredoxin Reductase 1 (TrxR1): qHTS | recombinant rTrxR1, NADPH fluorescence consumption, selenite substrate | Potency, µM (top dose mostly 114 µM), without a hit: top-dose activity change, negative = inhibition, actives largely listed as inhibitors | AID 588453, 2011 | 390,000 tested, 1% active | Thioredoxin reductase 1, cytoplasmic (Rattus norvegicus), O89049; further: potency means the concentration at half of the fitted maximal effect; on the % scale 0 is the no-effect control and ±100 the full control effect; nearly all actives have a fitted effect of over 65% in size
#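 Rat TrxR1 (90 nM in the dispensed reagent) was pre-reduced with 400 uM NADPH for 5 min at room temperature, then incubated with compound for 15 min. After 400 uM selenite was added, NADPH fluorescence (Ex 340/Em 450 nm) was followed for 8 min.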
# PI4K2A block: qHTS for small molecular inhibitors of PI4K2A; purified PI4K2A, ADP-Glo luminescence, 1 h; stronger effect = lower value; activity change, negative = inhibition, % at 76.9 µM; 420,000 tested, 0.13% active; AID 1346378, 2018; in the data active means activity change below about -50%; inconclusive means mostly about -30% to -49%;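 further: -100% = wells without enzyme as full effect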
#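 PI4K2A activity was measured by ADP-Glo luminescence: enzyme (4 ug/mL stock) and phosphatidylinositol (1.2 mM stock) in Tris pH 7.5/MgCl2/EGTA/Triton X-100 buffer were reacted with ATP (300 microM stock) for one hour at ambient temperature.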
# D2 ag: HTS Assay for Allosteric Agonists of the Human D2 Dopamine Receptor: Primary Screen for Agonists | 340,000 tested, 0.53% active | activation, % at 2 µM | HEK293 T-REx D2 cells, calcium flux agonist mode;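 active means activation over 3 SD above normal in the single-dose calcium agonist read, cut at about 30% in these data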; further: 0% is about no effect
#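 Agonism scored from kinetic calcium signal (1 read/sec, 180 s) following compound pin transfer, after a 10 s baseline. Cells: HEK293 Trex line expressing inducible D2 receptor coupled to calcium, dye-loaded after overnight culture at 30 C.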
# USP1 inh: Inhibitors of USP1/UAF1: Primary Screen. 390,000 tested, 0.23% active. recombinant USP1/UAF1, Ub-Rhodamine cleavage fluorescence. Potency, µM (titrated, usually from 57.1 µM), for the others: at the highest dose activity change, negative = inhibition, most hits filed as inhibitors. AID 743255, 2014. Ubiquitin carboxyl-terminal hydrolase 1 (Homo sapiens), O94782; further: potency means the concentration at half of the fitted maximal effect; on the % scale 0 is the no-effect control and ±100 the full control effect; nearly all actives have a fitted effect of over 60% in size; inactives centre near -12
#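 Step one: compound is pinned into 1nM USP1/UAF1 in HEPES pH 7.8 buffer with TCEP. Step two: 15 min room-temperature incubation. Step three: Ub-Rho (150nM final) starts cleavage, tracked by fluorescence over six one-minute reads.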
# * = called active by the depositor; ? = inconclusive; nt = not tested or not shown; & = joins results of further samples; [ ] = dose if it differs, or a comment. Unless noted, the call rests on the fitted dose curve; in most records, active means well fitted inhibition curve with a large enough effect; inconclusive means small, poorly fitted or top-dose-only effect; inactive means no such curve, though single readings can be large or run the other way.
SMILES,TRHR PAM,mIDH1 inhibitor,D2 antagonist,TRHR agonist,TrxR1 substrate,TrxR1 inh,PI4K2A block,D2 ag,USP1 inh
COc1ccc(NC(=O)Nc2cccc3c2O[C@H](CN(C)S(=O)(=O)c2cccs2)[C@@H](C)CN([C@H](C)CO)C3=O)cc1,nt,0%,nt,nt,0%,6%,-7,nt,-16%
CC(C)(C)C(=O)NC1CC2CCCC(C1)N2C(=O)Nc1ccccc1 (configuration not stated),3,6%,-1,0.3,-10%,7%[57.1 µM],3,-0.4,2%
Cc1nc2c([nH]c3ccc(Br)cc32)s1,0,4%,-3,-0.3,8%,24%,8,-0.5,-9%
Cc1ccc(N(CC(=O)N2CCc3ccccc3C2)S(C)(=O)=O)cc1,4,0%,-14,0.0,6%[57.1 µM],6%[57.1 µM],-1,-0.6,-20%
CC(C)OC(=O)CSc1nnc(CNc2ccc(Cl)cc2)n1C,5,-7%,-1,0.3,-5%,5%,0,0.4,-22%
Cc1ccc(-c2nn(-c3ccccc3)cc2C=O)o1,-4,1%,-11,-0.2,-5%,?,-3,-6.1,-16%
O=C(NCCc1ccccc1)c1ccc(Cl)c(S(=O)(=O)N2CCOCC2)c1,-2,-10%,4,-0.2,-5%,15%,-3,0.2,-8%
CN(CCCCCC(=O)/C=N/O)Cc1ccccc1,-1,1%,-3,0.7,0%,2%,3,0.4,-17%
CCOC(=O)c1nnc2c(-c3ccc(F)cc3)c(C)nn2c1N,-6,13%,nt,-1.1,20%,10%,0,0.8,-12%
c1ccc(-c2csc(N3CCN(c4ccccn4)CC3)n2)cc1,12,9%,7,-0.4,2%[57.1 µM],19%[57.1 µM],4,0.0,?
COc1cc(C(=O)Nc2ccc(NC(=O)c3ccccc3Cl)nc2)cc(OC)c1OC,-4,0%,22,-0.7,-9%,3%,-7,0.4,-2%
COc1cc2ccc3c(CCN(C)C)cc(OC)c(OC)c3c2cc1OC,2,-7%,-3,-0.1,4%,22%,-5,-1.2,-11%
CCOc1ccc(NC(=O)N(CCC(C)C)C2CCN(C(C)=O)CC2)cc1,-2,15%,-7,0.8,10%,17%,-5,-0.1,-20%
CCOc1ccc(C(=O)Nc2ccc(NC(=O)c3ccco3)c(Cl)c2)cc1Br,0,0%,-13,1.8,29%,10%,-8,-0.1,-8%
Cc1ccc(NC(=O)Cc2nnc(SCC(=O)Nc3nncs3)n2C)c(C)c1,0,-8%,2,0.3,?,-1%,0,1.2,-11%
CC(C)(C)c1ccc(SCCc2cccnc2)cc1,2,2%,0,0.5,1%,8%,2,0.0,-7%
Cc1[nH]c2ccc(C(=O)N3CCCC3)cc2c1C,11,2%,7,-0.2,1%,25%,-5,0.6,-6%
COC(=O)CNC(=O)C1CCN(S(=O)(=O)c2cccc3nsnc23)CC1,6&8,16%&9%,-3,0.7&0.0,-10%&-6%,4%&-6%,4&2,1.7&0.7,?
CCC(=O)N1CCc2cc(S(=O)(=O)NCCC(=O)N3CCN(c4cccc(C)c4)C(C)C3)ccc21 (configuration not stated),2,1%,-7,-0.2,4%,31%,3,0.7,-22%
O=C(CNC(=O)N1CC(=O)Nc2ccccc21)Nc1nccs1,-5,-8%,9,0.2,8%,28%,-4,0.2,-23%
CC1CCCCC1NC(=O)CCCCn1c(=O)[nH]c2ccsc2c1=O (configuration not stated),3,2%,-8,0.1,8%,30%,-3,0.8,-9%
CC(=O)c1ccc(-c2[nH]c3ccccc3c2CCN2C(=O)c3ccccc3C2=O)cc1,nt,-3%,nt,nt,-8%,-17%,0,nt,-22%
CC(C)CN(C(=O)CSc1nnnn1-c1ccccc1)c1c(N)n(CC(C)C)c(=O)[nH]c1=O,0,-10%,nt,0.1,2%[57.1 µM],14%[57.1 µM],-1,nt,-15%
Cc1ccc(/C=C/C(=O)OCC(=O)NCCc2ccc(S(N)(=O)=O)cc2)o1,nt,-7%,nt,nt,-8%[2.29 µM],-14%[2.29 µM],-9,nt,5%
COc1ccc(CCNC(=O)C2(C)CCC(=O)N2CCC(C)C)cc1OC (configuration not stated),-1,14%,nt,-0.2,8%,9%,2,nt,-19%
# Carrying on.
SMILES,TRHR PAM,mIDH1 inhibitor,D2 antagonist,TRHR agonist,TrxR1 substrate,TrxR1 inh,PI4K2A block,D2 ag,USP1 inh
CCOC(=O)N1CCc2c(sc3c2c(=O)n(Cc2ccccc2)c(=O)n3CC(=O)Nc2cccc(CC)c2)C1,-9,-9%,nt,0.5,3%,27%,-8,0.8,-14%
CCOC(=O)c1cc2c(nc1C)-c1cc(Cl)cc(Cl)c1OC2O (configuration not stated),-8,2%,nt,0.6,-7%,16%,-1,nt,3%
CCCN(CCC)CCCNC(=O)c1cc2c(-c3ccc(OC)c(OC)c3)nn(C)c2s1,5&6,2%&0%,nt,-0.7&0.7,3%[57.1 µM],4%[57.1 µM],6&-4,0.1,-20%&-20%
CCCOc1ccc(NCC(=O)Nc2ccc(C)cc2C)cc1,8,3%,-25,-0.3,9%,11%,11,-1.9,?
Cc1cc(N2C(=O)CC(N3CCN(C(c4ccccc4)c4ccccc4)CC3)C2=O)no1 (configuration not stated),3,-1%,11,0.2,-1%,?,1,0.1,-5%
O=C(NCCc1ccc(Cl)cc1)c1ccc(CSCc2ccc(Cl)cc2)o1,-10,-5%,nt,1.6,-6%[57.1 µM],4%[57.1 µM],-1,1.3,5%
Cc1ccc2cc(CCNC(=O)c3ccc(S(=O)(=O)N4CCOCC4)cc3)c(=O)[nH]c2c1C,-3,2%,0,-0.4,3%,1%,0,-1.1,-16%
Cc1nc2ccc(NC(=O)Cc3cccs3)cc2s1,1,0%,4,-0.3,-2%,-10%,-9,0.9,-7%
C=CCn1c(=O)c2c3c(sc2n2c(Nc4ccc(OC)cc4)nnc12)CCCC3,-2,-4%,-16,-0.8,2%,8%,0,0.3,-13%
COc1ccccc1NS(=O)(=O)c1cc(NC(=O)c2cccs2)ccc1N1CCCC1,1,-4%,-23,0.0,-6%,-9%[57.1 µM],-3,-0.5,-28%
COc1ccc(-c2cc(-c3ccc(Cl)cc3)n[nH]2)c(O)c1,-5,3%,13,0.7,-7%,3%,2,1.1,-24%
O=C(NCC(c1cccs1)N1CCOCC1)c1cccc(S(=O)(=O)Nc2ccc(F)cc2)c1 (configuration not stated),nt,1%,nt,nt,3%,11%,2,nt,-15%
CCCOc1ccc(/C=C2/C(=O)ON=C2C)cc1Cl,-7,4%,-8,-0.9,-4%,?,3,-1.0,-27%
CC(C)(C)c1ccc(/C=N/Nc2nncn2N)cc1,-3,10%,-5,-0.3,11%[57.1 µM],25%[57.1 µM],-30,0.6,-14%
O=C1SC(SCc2ccccc2Cl)=N/C1=C\c1ccc(C(=O)O)cc1,0,2%,-21,0.1,1%,22%,-1,1.9,-5%
CC(CCc1ccc(O)cc1)N(C)CCc1ccccc1 (configuration not stated),-5,1%,91*,0.2,10%[57.1 µM],11%,3,39*,-4%
CC(=Nc1ccccc1)C1=C(O)C(Cc2ccccc2)NC1=O (configuration not stated),nt,6%,nt,nt,0%,5%,-5,nt,-6%
Cc1nc2ccccc2c(C)c1CC(=O)OC(C)C(=O)NC1(C#N)CCCCC1 (configuration not stated),10,1%,-13,-0.3,-8%,-8%,2,-0.1,-20%
Cc1cccc(CSCc2ccc(C(=O)NC(C)C)o2)c1,1,0%,-4,-0.2,-4%,-16%,-3,-2.1,-9%
COc1ccc(Cl)cc1NC(=O)CSc1nnc(Cc2cccn2C)n1-c1ccc(F)cc1,-4,-7%,19,0.9,-11%,16%,-2,1.6,-12%
CCOC(=O)c1cnn(-c2ccccc2)c1-n1cccc1C(=O)C(=O)Nc1ccccc1,6,2%,nt,0.5,7%[57.1 µM],22%[57.1 µM],1,nt,-19%
Clc1ccc(OCCN2CCOCC2)cc1Cl,2,7%,12,0.7,3%,6%,6,0.9,-13%
COc1ccc(OCC(O)Cn2c(Nc3cccc(C)c3)nc3c2c(=O)n(C)c(=O)n3C)cc1 (configuration not stated),-3,-1%,nt,-1.7,-23%[57.1 µM],4%[57.1 µM],-5,nt,-16%

# Compound profiles, as listed above.
# `CCOc1ccc(C(=O)Nc2ccc(NC(=O)c3ccco3)c(Cl)c2)cc1Br` is listed with TRHR PAM = 0; mIDH1 inhibitor = 0%; D2 antagonist = -13; TRHR agonist = 1.8; TrxR1 substrate = 29%; TrxR1 inh = 10%; PI4K2A block = -8; D2 ag = -0.1; USP1 inh = -8%
# `CC(C)(C)c1ccc(/C=N/Nc2nncn2N)cc1` is listed with TRHR PAM = -3; mIDH1 inhibitor = 10%; D2 antagonist = -5; TRHR agonist = -0.3; TrxR1 substrate = 11%[57.1 µM]; TrxR1 inh = 25%[57.1 µM]; PI4K2A block = -30; D2 ag = 0.6; USP1 inh = -14%
# `COC(=O)CNC(=O)C1CCN(S(=O)(=O)c2cccc3nsnc23)CC1` is listed with TRHR PAM = 6&8; mIDH1 inhibitor = 16%&9%; D2 antagonist = -3; TRHR agonist = 0.7&0.0; TrxR1 substrate = -10%&-6%; TrxR1 inh = 4%&-6%; PI4K2A block = 4&2; D2 ag = 1.7&0.7; USP1 inh = ?

# Assay outcomes: PubChem BioAssay, National Center for Advancing Translational Sciences (NCATS)
